697 NFkB inh: inhibitors of PMA/ionomycin-induced NF-kB reporter, 697 cells, primary screen, B-cell NF-kB inhibitor project, cell-based, luminescence, uHTS; AID 435022, 2010; 697 B-cell NF-kB luciferase reporter, 16 h; inhibition, % at 4 µM; 330,000 tested, 0.33% active; in the data active = inhibition above about 35%
UBC13 polyUb: UBC13 polyubiquitin chain formation inhibitors, primary screen, biochemical, TR-FRET, uHTS | Ubiquitin-conjugating enzyme E2 N (Homo sapiens), P61088 | inhibition, % at 20 µM | 330,000 tested, 0.47% active; in the data active = inhibition above about 45%, passing the limit was not always enough
Target sequence (P61088 whole entry, looked up): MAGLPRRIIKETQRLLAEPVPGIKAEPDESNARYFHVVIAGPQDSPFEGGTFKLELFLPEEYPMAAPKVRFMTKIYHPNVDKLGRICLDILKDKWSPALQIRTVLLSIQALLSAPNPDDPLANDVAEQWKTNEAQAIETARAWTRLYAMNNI
HKDC1 inhibitor: HKDC1 hexokinase inhibitors, primary screen, biochemical, fluorescence, uHTS. Q2TB90. recombinant HKDC1, G6PDH/diaphorase resazurin coupled fluorescence. inhibition, % at 20 µM. 340,000 tested, 0.16% active. AID 493160, 2011;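 active = inhibition above about 35% when tested at 20 µM, limit read from the data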;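 also: plate controls were DMSO wells with enzyme for no effect and DMSO wells lacking enzyme for full effect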
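Test system: HK5 enzyme. Quantity: 5 µg/mL HK5 final. Reagent: glucose and ATP substrates. Schedule: 90 min reaction incubation at room temperature, dark. Technique: resazurin-to-resorufin fluorescence via G6PDH and diaphorase coupling, 525/613 nm. Control set: DMSO wells with and without enzyme mix.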
SENP7 block: SENP7 protease inhibitors, primary screen, biochemical, luminescence, uHTS | inhibition, % at 5 µM | AID 434973, 2010 | Sentrin-specific protease 7 (Homo sapiens), Q9BQF6 | 330,000 tested, 1.5% active | recombinant SENP7, Z-RLRGG-aminoluciferin luminescence, 40 min;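 active = inhibition above about 50% at the single test dose, limit read from the data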;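 also: plate controls were DMSO with enzyme for no effect and no enzyme buffer wells for full effect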
Target sequence (Q9BQF6 706-1050 limits assumed): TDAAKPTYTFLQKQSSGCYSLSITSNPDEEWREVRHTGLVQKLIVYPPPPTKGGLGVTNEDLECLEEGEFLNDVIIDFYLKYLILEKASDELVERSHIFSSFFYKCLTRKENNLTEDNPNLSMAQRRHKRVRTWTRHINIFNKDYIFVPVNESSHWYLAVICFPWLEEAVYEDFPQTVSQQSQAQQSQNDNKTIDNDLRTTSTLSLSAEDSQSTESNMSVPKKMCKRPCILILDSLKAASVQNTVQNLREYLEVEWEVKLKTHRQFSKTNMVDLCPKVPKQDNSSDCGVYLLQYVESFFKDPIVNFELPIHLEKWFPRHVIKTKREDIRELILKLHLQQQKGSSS
Jurkat NFkB inh: inhibitors of induced NF-kB luciferase reporter, primary screen, TCR NF-kB activation inhibitor project, cell-based, luminescence, uHTS; AID 435003, 2010; 330,000 tested, 0.53% active; inhibition, % at 4 µM; Jurkat, PMA/ionomycin-induced NF-kB luciferase reporter
Apaf-1 inh: inhibitors of human Apaf-1 apoptosome, primary screen, biochemical, DEVD-Rh110 fluorescence, uHTS | reconstituted apoptosome caspase-3 activity | inhibition, % at 20 µM | 330,000 tested, 0.71% active | AID 489030, 2010; active = inhibition of at least 40% at 20 µM;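 also: plate controls were DMSO wells for no effect and DEVD-CHO caspase inhibitor wells for full effect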
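Assay system – apoptosome proteins · Medium – Hepes buffer, pH 7.5 · Also added – cytochrome c with DEVD-Rh110 · Timing – 30 min compound preincubation, 50 min activation, room temperature · Detection – Rh110 fluorescence, excitation 480 nm, emission 540 nm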
SENP8 block: SENP8 protease inhibitors, primary screen, biochemical, luminescence | Sentrin-specific protease 8 (Homo sapiens), Q96LD8 | purified SENP8, Z-RLRGG-aminoluciferin cleavage | inhibition, % at 10 µM | 330,000 tested, 1.2% active | AID 2540, 2010
Target sequence (Q96LD8 whole entry, looked up): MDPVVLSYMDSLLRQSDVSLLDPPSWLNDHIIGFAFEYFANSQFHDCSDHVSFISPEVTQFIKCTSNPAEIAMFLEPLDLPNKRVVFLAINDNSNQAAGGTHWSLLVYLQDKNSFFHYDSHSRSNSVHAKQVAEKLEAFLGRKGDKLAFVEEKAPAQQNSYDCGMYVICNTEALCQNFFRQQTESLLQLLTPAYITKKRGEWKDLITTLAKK
Gli-Sufu block: Gli-Sufu pathway antagonists, primary screen, luciferase luminescence, Sufu-KO-LIGHT cells, uHTS. Sufu-KO-LIGHT fibroblasts, Gli luciferase reporter luminescence. 340,000 tested, 0.74% active. inhibition, % at 5 µM;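 active = inhibition above about 55%, limit read from the data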;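 also: 0% = DMSO-treated cells and 100% = wells with medium but no cells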
* hit, by the source's call; & = joins results of further samples. Rule as the data show it, unless noted: active = inhibition above about 50%; inactive = the rest.

Start of the data: the first 4 compounds (preview)
`CCOC(=O)N1CCN(S(=O)(=O)c2ccc(C)cc2)CC1` gave 697 NFkB inh 13, UBC13 polyUb 0, HKDC1 inhibitor -9, SENP7 block 1, Jurkat NFkB inh -4, Apaf-1 inh 2, SENP8 block -2 and Gli-Sufu block 11.
Screening C=CCNC(=S)NNC(=O)c1ccc(C)c(Cl)c1 returned 697 NFkB inh -15, UBC13 polyUb -18, HKDC1 inhibitor -4, SENP7 block 12, Jurkat NFkB inh -14, Apaf-1 inh 6, SENP8 block 7 and Gli-Sufu block 4.
`CN(C)c1cccc2c(/C=N/O)ccc(N(C)C)c12` gave 697 NFkB inh -5, UBC13 polyUb -19, HKDC1 inhibitor -5, SENP7 block 12, Jurkat NFkB inh 4, Apaf-1 inh 21, SENP8 block 1 and Gli-Sufu block 8.
`C/C(CC(=O)NCc1ccco1)=N\NC(=O)C(c1ccccc1)c1ccccc1` gave 697 NFkB inh 13, UBC13 polyUb 6, HKDC1 inhibitor -7, SENP7 block 9, Jurkat NFkB inh -12, Apaf-1 inh 14, SENP8 block -3 and Gli-Sufu block 3.

The list itself, previewed entries included:
`CCOC(=O)N1CCN(S(=O)(=O)c2ccc(C)cc2)CC1` gave 697 NFkB inh 13, UBC13 polyUb 0, HKDC1 inhibitor -9, SENP7 block 1, Jurkat NFkB inh -4, Apaf-1 inh 2, SENP8 block -2 and Gli-Sufu block 11.
Screening C=CCNC(=S)NNC(=O)c1ccc(C)c(Cl)c1 returned 697 NFkB inh -15, UBC13 polyUb -18, HKDC1 inhibitor -4, SENP7 block 12, Jurkat NFkB inh -14, Apaf-1 inh 6, SENP8 block 7 and Gli-Sufu block 4.
`CN(C)c1cccc2c(/C=N/O)ccc(N(C)C)c12` gave 697 NFkB inh -5, UBC13 polyUb -19, HKDC1 inhibitor -5, SENP7 block 12, Jurkat NFkB inh 4, Apaf-1 inh 21, SENP8 block 1 and Gli-Sufu block 8.
`C/C(CC(=O)NCc1ccco1)=N\NC(=O)C(c1ccccc1)c1ccccc1` gave 697 NFkB inh 13, UBC13 polyUb 6, HKDC1 inhibitor -7, SENP7 block 9, Jurkat NFkB inh -12, Apaf-1 inh 14, SENP8 block -3 and Gli-Sufu block 3.
O=C(O)CC1=C(O)C(=O)N(c2ccccc2)C1c1ccc(Cl)cc1 (stereo not given) was read as 697 NFkB inh 20, UBC13 polyUb 7, HKDC1 inhibitor 6, SENP7 block -8, Jurkat NFkB inh 16, Apaf-1 inh 1, SENP8 block -1 and Gli-Sufu block -2.
Screening Cc1ccc2c(c1)c1c3n2CCNC3CCC1 (stereo not given) returned 697 NFkB inh 4&-1, UBC13 polyUb 8&3, HKDC1 inhibitor 1&2, SENP7 block -1&-3, Jurkat NFkB inh -3&7, Apaf-1 inh -3&-1, SENP8 block 1&4 and Gli-Sufu block 2&39.
COc1ccc(CCNC(=O)Cc2cc(=O)[nH]c(=O)[nH]2)cc1OC was read as 697 NFkB inh 7, UBC13 polyUb 8, HKDC1 inhibitor -5, SENP7 block 2, Jurkat NFkB inh 8, Apaf-1 inh -8, SENP8 block 1 and Gli-Sufu block 8.
CCOC(=O)c1c(C)n(C)c2ccc(OC)c(NC(=O)CN3CCC4(CC3)OCCO4)c12 was read as 697 NFkB inh -5, UBC13 polyUb -2, HKDC1 inhibitor -5, SENP7 block -7, Jurkat NFkB inh 4, Apaf-1 inh -7, SENP8 block -10 and Gli-Sufu block 2.
Screening Cc1cc(C(=O)COC(=O)c2ccc(Cl)c(S(N)(=O)=O)c2)c(C)n1CC1CCCO1 (stereo not given) returned 697 NFkB inh -118, UBC13 polyUb 5, HKDC1 inhibitor 0, SENP7 block -4, Jurkat NFkB inh -115, Apaf-1 inh 9, SENP8 block 7 and Gli-Sufu block -10.
For CCCSc1ncnc2c1oc1ccccc12 the results were 697 NFkB inh -7, UBC13 polyUb 39, HKDC1 inhibitor 21, SENP7 block 8, Jurkat NFkB inh -27, Apaf-1 inh -8, SENP8 block -4 and Gli-Sufu block -11.
Screening CN(C)c1ccc2c(=O)[nH][nH]c(=O)c2c1 returned 697 NFkB inh 2, UBC13 polyUb 1, HKDC1 inhibitor 0, SENP7 block 5, Jurkat NFkB inh -18, Apaf-1 inh -14, SENP8 block 11 and Gli-Sufu block -8.
Screening Cc1ccc(-c2csc(NC(=O)COc3ccc(N(C)S(=O)(=O)c4ccc(C)cc4)cc3)n2)cc1 returned 697 NFkB inh -29, UBC13 polyUb -21, HKDC1 inhibitor -7, SENP7 block -3, Jurkat NFkB inh 11, Apaf-1 inh 3, SENP8 block -5 and Gli-Sufu block 7.
Screening Cc1cc(/C=C2\NC(=S)NC2=O)c(C)n1-c1cccnc1 returned 697 NFkB inh 1, UBC13 polyUb -2, HKDC1 inhibitor 3, SENP7 block 4, Jurkat NFkB inh -17, Apaf-1 inh -5, SENP8 block -8 and Gli-Sufu block -8.
For CCc1ccc(C(=O)COC(=O)c2cncc(Br)c2)cc1 the results were 697 NFkB inh -5, UBC13 polyUb 4, HKDC1 inhibitor -8, SENP7 block 26, Jurkat NFkB inh 6, Apaf-1 inh 4, SENP8 block 6 and Gli-Sufu block -9.
`Cc1ccc(-c2nc(-c3ccccc3)no2)cc1` gave 697 NFkB inh -295, UBC13 polyUb 8, HKDC1 inhibitor 1, SENP7 block 98*, Jurkat NFkB inh -177, Apaf-1 inh 5, SENP8 block 96* and Gli-Sufu block -121.
Screening CC(=O)Nc1ccc(NC(=O)CNC(=O)c2sc3ccccc3c2Cl)cc1 returned 697 NFkB inh 3, UBC13 polyUb -2, HKDC1 inhibitor -4, SENP7 block -1, Jurkat NFkB inh 5, Apaf-1 inh -10, SENP8 block 0 and Gli-Sufu block 3.
`Cc1ccc(-n2c(O)c(/C=N/NC(=O)C3COc4ccccc4O3)c3ccccc3c2=O)cc1` (stereo not given) gave 697 NFkB inh -27, UBC13 polyUb -10, HKDC1 inhibitor -12, SENP7 block -1, Jurkat NFkB inh -15, Apaf-1 inh 24, SENP8 block -7 and Gli-Sufu block 0.
Cc1ccc(C(=O)NCC(c2ccco2)N2CCc3ccccc32)cc1C (stereo not given) was read as 697 NFkB inh -28, UBC13 polyUb -7, HKDC1 inhibitor -1, SENP7 block 7, Jurkat NFkB inh 3, Apaf-1 inh 20, SENP8 block -2 and Gli-Sufu block 10.
`O=C1CCCC/C1=C/NCc1ccc(F)cc1` gave 697 NFkB inh -18, UBC13 polyUb -7, HKDC1 inhibitor -6, SENP7 block 2, Jurkat NFkB inh 7, Apaf-1 inh 3, SENP8 block 2 and Gli-Sufu block -15.
For Clc1cccc(-c2ccc(/C=N/n3cnnc3)o2)c1 the results were 697 NFkB inh 0, UBC13 polyUb 0, HKDC1 inhibitor -5, SENP7 block -1, Jurkat NFkB inh -10, Apaf-1 inh -4, SENP8 block -3 and Gli-Sufu block 6.
`N#CC1=C(N)NC(SCC(=O)O)=C(C#N)C12CCCC2` gave 697 NFkB inh -12, UBC13 polyUb -14, HKDC1 inhibitor 0, SENP7 block -9, Jurkat NFkB inh -13, Apaf-1 inh 7, SENP8 block -6 and Gli-Sufu block 1.
Screening COc1cccc(NC(=O)CSC2=C(C#N)C(c3ccco3)C3=C(CCCC3=O)N2)c1 (stereo not given) returned 697 NFkB inh -50, UBC13 polyUb 4, HKDC1 inhibitor 2, SENP7 block 2, Jurkat NFkB inh 21, Apaf-1 inh 16, SENP8 block 3 and Gli-Sufu block -23.
For O=C(NCCc1ccc(Cl)cc1)C1CCC(=O)N1Cc1ccccc1Cl (stereo not given) the results were 697 NFkB inh 19, UBC13 polyUb -6, HKDC1 inhibitor -4, SENP7 block -10, Jurkat NFkB inh 3, Apaf-1 inh 2, SENP8 block -6 and Gli-Sufu block -14.
For Cc1cccc2c(N=Nc3ccccc3)c(O)[nH]c12 the results were 697 NFkB inh -190, UBC13 polyUb -13, HKDC1 inhibitor -5, SENP7 block 54*, Jurkat NFkB inh -122, Apaf-1 inh 8, SENP8 block -9 and Gli-Sufu block -77.
`CCCN(CCC)CC(O)CN(c1ccccc1)S(=O)(=O)c1ccc(C)cc1` (stereo not given) gave 697 NFkB inh -4, UBC13 polyUb 3, HKDC1 inhibitor 0, SENP7 block 8, Jurkat NFkB inh 6, Apaf-1 inh 5, SENP8 block 2 and Gli-Sufu block 16.
Cn1nnnc1SCCNCc1ccc(Cl)cc1 was read as 697 NFkB inh 4, UBC13 polyUb 0, HKDC1 inhibitor -5, SENP7 block 13, Jurkat NFkB inh -18, Apaf-1 inh 3, SENP8 block -4 and Gli-Sufu block 3.
Screening NC(=O)c1ccsc1NC(=O)COC(=O)c1ccc(Cl)cc1 returned 697 NFkB inh -18, UBC13 polyUb 21, HKDC1 inhibitor 2, SENP7 block 7, Jurkat NFkB inh -5, Apaf-1 inh 3, SENP8 block -5 and Gli-Sufu block 19.
Screening Cc1ccc(OCC(=O)N2CCCCCCC2)cc1 returned 697 NFkB inh -20, UBC13 polyUb 0, HKDC1 inhibitor -9, SENP7 block -15, Jurkat NFkB inh -15, Apaf-1 inh 15, SENP8 block -6 and Gli-Sufu block -13.
Screening O=C(c1ccco1)N1CCCC(N2CCN(c3ccccc3F)CC2)C1 (stereo not given) returned 697 NFkB inh 1, UBC13 polyUb 5, HKDC1 inhibitor -2, SENP7 block 1, Jurkat NFkB inh 7, Apaf-1 inh -5, SENP8 block -9 and Gli-Sufu block 15.
For Cn1nccc1C(=O)N1CCN(c2ccc(F)cc2)CC1 the results were 697 NFkB inh -5, UBC13 polyUb -6, HKDC1 inhibitor 0, SENP7 block -3, Jurkat NFkB inh -2, Apaf-1 inh 6, SENP8 block -5 and Gli-Sufu block -4.
O=C(c1cccc(S(=O)(=O)Nc2cccc(C(F)(F)F)c2)c1)N1CCOCC1 was read as 697 NFkB inh 9, UBC13 polyUb 5, HKDC1 inhibitor -12, SENP7 block 8, Jurkat NFkB inh 2, Apaf-1 inh -20, SENP8 block -5 and Gli-Sufu block 1.
O=C(C[C@H]1C(=O)N(Cc2ccccc2)C[C@@H]1Cc1ccccc1)Nc1ccccc1 was read as 697 NFkB inh 7, UBC13 polyUb 17, HKDC1 inhibitor 2, SENP7 block 0, Jurkat NFkB inh -1, Apaf-1 inh 14, SENP8 block 2 and Gli-Sufu block 3.
COCCn1c(SCC(=O)Nc2ccc(NC(C)=O)cc2)nc2ccccc2c1=O was read as 697 NFkB inh 8, UBC13 polyUb 2, HKDC1 inhibitor -1, SENP7 block -13, Jurkat NFkB inh -2, Apaf-1 inh 0, SENP8 block -11 and Gli-Sufu block 19.
For O=C(O)c1cc(NC(=O)c2ccco2)cc(NC(=O)c2ccco2)c1 the results were 697 NFkB inh -4, UBC13 polyUb 2, HKDC1 inhibitor -6, SENP7 block 1, Jurkat NFkB inh -21, Apaf-1 inh 0 and SENP8 block 1.
Screening O=c1c2c3c(sc2nc2n1CCCS2)CCCC3 returned 697 NFkB inh -28, UBC13 polyUb -2, HKDC1 inhibitor 5, SENP7 block -15, Jurkat NFkB inh -31, Apaf-1 inh 8, SENP8 block -14 and Gli-Sufu block -21.
`Cc1cc(N2CCOCC2)c2c(N)c(C)cc(C)c2n1` gave 697 NFkB inh -13, UBC13 polyUb -37, HKDC1 inhibitor -2, SENP7 block -3, Jurkat NFkB inh 10, Apaf-1 inh -5, SENP8 block -2 and Gli-Sufu block -1.
`Clc1ccc(SCc2csc(N3CCOCC3)n2)cc1` gave 697 NFkB inh -18, UBC13 polyUb 5, HKDC1 inhibitor 2, SENP7 block 2, Jurkat NFkB inh -6, Apaf-1 inh -4, SENP8 block -2 and Gli-Sufu block -13.

Source: PubChem BioAssay
